# Screens as filed in PubChem.
# GLD-1 RNA inh: GLD-1-TGE RNA interaction inhibition (C. elegans). purified GLD-1 + fluorescein TGE RNA, fluorescence polarization. inhibition, % at 5.96 µM. 320,000 compounds, 0.44% hits;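 active = percent inhibition above a per-plate cutoff, the plate mean of test compounds plus 3 SD, cut at about 30% in these data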;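 also: 0% = DMSO wells with GLD-1 and probe and 100% = wells lacking GLD-1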
# Target sequence (Q17339 whole entry, looked up): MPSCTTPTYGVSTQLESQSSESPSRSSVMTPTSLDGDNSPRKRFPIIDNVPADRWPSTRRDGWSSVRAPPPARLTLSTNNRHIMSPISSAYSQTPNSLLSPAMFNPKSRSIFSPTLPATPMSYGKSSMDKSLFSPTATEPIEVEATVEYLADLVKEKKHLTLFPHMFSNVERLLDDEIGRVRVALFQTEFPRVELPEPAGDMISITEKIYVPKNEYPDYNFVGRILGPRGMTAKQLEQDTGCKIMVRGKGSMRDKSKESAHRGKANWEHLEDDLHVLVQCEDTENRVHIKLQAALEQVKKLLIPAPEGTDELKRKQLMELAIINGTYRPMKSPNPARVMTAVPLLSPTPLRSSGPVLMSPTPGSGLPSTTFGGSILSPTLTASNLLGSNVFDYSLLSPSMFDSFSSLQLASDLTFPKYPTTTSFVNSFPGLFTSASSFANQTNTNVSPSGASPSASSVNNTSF
# MEX-5 binding: C. elegans MEX-5 TCR-2 RNA binding activity; MEX-5/FITC-TCR2 RNA binding, fluorescence polarization; stronger effect = lower value; Q9XUB2; 300,000 compounds, 0.38% hits; activity score (negative = inhibition of binding), % at 10 µM;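 active = inhibition past about -25% in most replicates, and total fluorescence under double the plate's negative control median, limit read from the data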;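 also: 0% = DMSO and -100% = 5 µM competing unlabeled TCR2 RNA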
# Bcl-xL primary: inhibitors of human Bcl-xL; Q07817; GST-Bcl-xL / FITC-Bim BH3 peptide fluorescence polarization; inhibition, % at 10.9 µM; 320,000 compounds, 0.7% hits;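 active = inhibition above the mean of all tested compounds plus 3 SD, cutoff set per campaign, cut at about 30% in these data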;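 also: 0% = DMSO wells and 100% = unlabeled Bim-BH3 peptide competitor; inhibitors lower millipolarization by displacing the labeled peptide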
# Target sequence (Q07817 whole entry, looked up): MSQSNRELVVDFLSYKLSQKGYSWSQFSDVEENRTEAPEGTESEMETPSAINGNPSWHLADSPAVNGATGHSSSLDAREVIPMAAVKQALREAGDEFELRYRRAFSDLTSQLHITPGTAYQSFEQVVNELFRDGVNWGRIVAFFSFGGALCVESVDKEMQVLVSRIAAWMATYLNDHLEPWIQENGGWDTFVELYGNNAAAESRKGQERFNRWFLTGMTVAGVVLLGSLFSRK
# ZTA counter: counter-screen for EBNA-1 inhibitors: inhibitors of Epstein-Barr virus ZTA; P03206; ZTA-DNA binding, fluorescence polarization; inhibition, % at 11 µM; 320,000 compounds, 0.15% hits; AID 2234; in the data active = inhibition above about 33%
# MCL1-BIM inh: disrupts human MCL1 binding to BIM-BH3 peptide; GST-MCL1 / FITC-Bim-BH3 fluorescence polarization; inhibition, % at 10.9 µM; 320,000 compounds, 0.68% hits; AID 2057;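 active = inhibition above the mean inhibition of all tested compounds plus 3 SD, set per campaign, cut at about 40% in these data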;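 also: 0% = DMSO wells and 100% = unlabeled Bim-BH3 peptide control; higher means more loss of mP so more displacement of Bim peptide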
# Target sequence (Q07820 whole entry, looked up): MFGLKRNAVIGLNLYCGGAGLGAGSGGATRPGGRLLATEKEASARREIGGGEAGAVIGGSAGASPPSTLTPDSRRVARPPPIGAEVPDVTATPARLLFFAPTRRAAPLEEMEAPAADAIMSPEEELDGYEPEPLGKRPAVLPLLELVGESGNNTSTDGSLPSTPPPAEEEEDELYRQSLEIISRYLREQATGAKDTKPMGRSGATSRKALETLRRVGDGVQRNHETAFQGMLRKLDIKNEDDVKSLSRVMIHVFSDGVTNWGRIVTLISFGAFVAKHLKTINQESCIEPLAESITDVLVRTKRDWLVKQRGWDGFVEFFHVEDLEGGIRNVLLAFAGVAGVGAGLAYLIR
# Fam108B counter: blocks mouse Fam108B hydrolase in RBBP9 counter-screen | 300,000 compounds, 0.33% hits | recombinant Fam108B, FP-Rh probe fluorescence polarization | inhibition, % at 9.51 µM;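 active = inhibition above the screen mean inhibition plus 3 SD, computed separately per campaign, cut at about 18% in these data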;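 also: inhibitors lower polarization as less probe binds the enzyme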
# Efflux pump mplx: blocks antifungal efflux pumps in multiplex yeast assay | S. cerevisiae Candida pump triplex, Nile Red efflux | inhibition, % at 10 µM | 330,000 compounds, 0.44% hits | AID 485275;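 active = plate passing quality check with inhibition over a set limit, or well fluorescence over plate mean plus 4 SD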;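 also: Nile Red retained in pooled yeast measured as flow cytometry median fluorescence; 0% = buffer negative control and 100% = Enniatin B positive control; higher means more Nile Red kept so more efflux inhibition; some compounds called inactive have numbers as strong as hits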
# Yeast superoxide: caloric restriction mimetics inhibiting age-related superoxide in yeast; 330,000 compounds, 0.18% hits; S. cerevisiae aged cells, superoxide DHE fluorescence; stronger effect = lower value; superoxide response (% of plate mean), % at 10 µM;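 active = superoxide response under a set limit, about three screen SD below normal, cut at about 65% in these data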;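 also: yeast aged for seven days with compound at 30 °C before DHE staining; 100% = average MFI of all compound-treated wells on the plate with controls excluded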
# EBNA-1 inh: blocks EBNA-1 binding to DNA; EBNA-1 DNA binding, fluorescence polarization; inhibition, % at 14.8 µM; 300,000 compounds, 0.34% hits; AID 1950; in the data active = inhibition above about 28%
# Active calls of the source: *; x = no result given.
SMILES,GLD-1 RNA inh,MEX-5 binding,Bcl-xL primary,ZTA counter,MCL1-BIM inh,Fam108B counter,Efflux pump mplx,Yeast superoxide,EBNA-1 inh
C[C@@H]1CC[C@@]2(O[C@H](CCO)C[C@@H](O)[C@@H]2O)O1,2,1.9,1,11,5,0,x,x,-1
CC1CN(C(=O)/C=C/c2ccccc2[N+](=O)[O-])CC(C)O1 (centres undefined),-5,3.0,4,-13,2,2,0.1,113,2
O=C(COC(=O)CCN=C1NS(=O)(=O)c2ccccc21)NNC(=O)c1ccc(Cl)cc1,-5,x,6,0,14,x,-0.2,86,x
CN(Cc1cccc(F)c1)C(=O)CN1CCN(S(=O)(=O)c2ccc3c(c2)OCCCO3)CC1,0,x,5,0,8,x,-0.1,121,x
COc1ccccc1NC(=O)c1cc(Cl)nc2ccccc12,5,-0.9,4,-7,-2,2,0.0,105,-8
Cn1nnnc1SCSc1nnnn1C,0,-3.5,4,-2,-2,4,0.0,91,0
Cc1ccc(NC(=O)C2(c3cccs3)CCOCC2)cc1C,2,-0.8,4,7,6,3,-0.2,81,1
CN1c2ccccc2-c2nc3ccccc3n2C1c1cccs1 (centres undefined),5,-6.2,4,-6,5,-2,-0.2,86,-9
COCCNC(=O)/C(C#N)=C/c1c(F)cccc1Cl,-2,-2.1,1,8,-2,-1,-0.2,104,4
CN1CCN(C(=O)CCN2C(=O)/C(=C/c3ccc(F)cc3)SC2=S)CC1,-11,-1.5,3,19,12,4,-0.1,93,-5
CC(=O)Nc1ccc(NC(=O)CC(C)n2ccnc2)cc1 (centres undefined),-4,-1.6,4,3,7,1,0.1,106,3
COc1cccc(NC(=O)CN(C)C(=O)CN2C(=O)c3ccc([N+](=O)[O-])cc3C2=O)c1,6,-3.2,-1,-1,-4,2,0.2,105,-9
COc1cc(N/N=C/c2ccccc2O)ncn1,2,0.7,0,7,-2,0,-0.1,99,-2
CC(=O)Nc1cccc(Nc2nc(-c3ccccc3F)nc3ccccc23)c1,-1,0.2,-1,5,-7,-8,0.0,95,-1
Cc1ccc(NC(NC(=O)c2cccs2)C(Cl)(Cl)Cl)cc1C (centres undefined),3,-0.3,4,12,4,2,-0.1,82,0
CCCC(=O)Nc1ccc(C)c(O)c1,6,2.0,5,2,4,-3,0.0,100,11
CC(=O)c1ccc(OCC(O)CN(C)Cc2cccs2)cc1 (centres undefined),-1,-3.8,1,-10,6,1,-0.2,91,8
CCN(CC)C(=O)CSCc1cnn(-c2ccccc2)c1-n1cccc1,-3,0.0,1,-10,3,-1,0.1,218,1
Cc1ccc(N(C)S(=O)(=O)c2cccc(C(=O)NCCCN3CCCC3=O)c2)cc1,-2,x,4,4,-3,x,0.1,115,x
O=C(c1ccco1)N(Cc1cccc(F)c1)C1CCS(=O)(=O)C1 (centres undefined),-5,0.2,0,4,-11,0,0.0,114,8
Cc1ccc(C)c(Nc2nc3ccc(C)cc3n3cnnc23)c1,2,0.2,7,-19,8,-7,-0.1,95,-8
Cc1cc(=O)n2[nH]c(C)c(-c3ccccc3)c2n1,-5,2.5,-5,7,2,-3,-0.1,118,8
Cn1cccc1C(=O)OCC(=O)NC(=O)NC1CCCCC1,-7,-1.3,-1,8,-3,-1,0.2,94,-4
O=C(NCc1ccco1)C1CCN(c2ccc(S(=O)(=O)N3CCOCC3)cc2[N+](=O)[O-])CC1,7,-0.4,-1,20,-3,1,0.0,92,-6
N#CCC(=O)Nc1ccc(C(=O)OCC(=O)c2ccc3c(c2)OCCO3)cc1,-7,7.2,-2,12,-2,-16,0.0,106,-3
O=C(Nc1ccc(Cl)cc1)c1ccco1,11,1.0,7,3,11,0,-0.1,91,6
Cc1ccc(/C=c2\sc3nc(-c4cccs4)nn3c2=O)o1,-6,x,5,7,22,-8,0.5*,103,-3
O=c1cc(Cl)[nH]c(=O)n1CCNc1ncc(C(F)(F)F)cc1Cl,-79,-5.6,-51,-16,-81,-5,-0.1,93,-13
CCOC(=O)c1c(NC(=O)CN2CCC(C)CC2)sc(C)c1C,5,2.4,1,16,-3,0,0.1,97,4
CC(C)c1ccc(NC(=O)CSc2n[nH]c(=O)n2C2CC2)cc1,-13,-3.7,2,2,9,2,-0.8,96,6

# Entries of single compounds, quoted from the list. Order of screens: GLD-1 RNA inh	MEX-5 binding	Bcl-xL primary	ZTA counter	MCL1-BIM inh	Fam108B counter	Efflux pump mplx	Yeast superoxide	EBNA-1 inh
# Record of `Cn1cccc1C(=O)OCC(=O)NC(=O)NC1CCCCC1` : -7	-1.3	-1	8	-3	-1	0.2	94	-4
# Record of `CCOC(=O)c1c(NC(=O)CN2CCC(C)CC2)sc(C)c1C` : 5	2.4	1	16	-3	0	0.1	97	4
# Record of `O=C(Nc1ccc(Cl)cc1)c1ccco1` : 11	1.0	7	3	11	0	-0.1	91	6

# Going on with the list:
SMILES,GLD-1 RNA inh,MEX-5 binding,Bcl-xL primary,ZTA counter,MCL1-BIM inh,Fam108B counter,Efflux pump mplx,Yeast superoxide,EBNA-1 inh
O=C(CSc1nnnn1-c1ccc(Cl)c(C(=O)O)c1)NC(c1ccccc1)c1ccccc1,6,-2.1,8,1,9,1,0.0,92,-6
COCCCNC(=O)Cn1cc(C(=O)C2CC2)c2ccccc21,1,-0.2,3,-14,2,-4,0.1,92,-10
CC1(C)CC(=O)C(C=Nc2ccccc2C(=O)O)=C(O)C1,-4,-0.4,2,8,-5,4,-0.1,113,5
CC(=O)NO,2,3.1,11,-4,5,0,-0.1,103,-6
CCC(=O)c1ccc(N2CCN(C(=O)c3ccccc3Br)CC2)c(F)c1,-2,-0.6,1,6,3,0,0.1,103,18
O=C(CNC(=O)c1ccc(OC(F)F)cc1)NC1CCCc2ccccc21 (centres undefined),5,-2.4,-2,-11,-3,1,0.2,90,-1
CCc1ccc(-c2cc(C(F)(F)F)n3nc(C(=O)Nc4c(C)nn(Cc5ccccc5Cl)c4C)cc3n2)s1,2,-0.3,5,7,0,-2,0.0,86,5
Cc1cc(C)c(C)c(S(=O)(=O)N2CCN(CC(=O)NC(=O)NCc3ccccc3)CC2)c1C,3,0.6,3,-10,5,-3,-0.1,115,-1
COc1ccc(C2C(C(=O)NCc3ccco3)c3ccccc3C(=O)N2C)cc1 (centres undefined),3,-0.4,4,-16,5,4,0.0,105,7
CCCNC(=O)C(Cc1ccccc1)NC(=O)c1ccc(C(F)(F)F)cc1 (centres undefined),-9,x,1,0,-2,x,0.1,111,x
N#Cc1ccc2c(c1)NC(=O)C1CCCN21 (centres undefined),-2,0.3,6,4,4,-4,0.1,98,-6
C[C@@H](NC(=O)c1nc[nH]c1C(=O)N(C)Cc1ccccc1)c1ccccc1,3,x,5,9,7,x,0.0,84,x
O=C(N/N=C1\CC(c2ccccc2)Oc2ccccc21)c1ccccn1 (centres undefined),-2,0.5,1,13,6,-1,0.2,98,7
O=C(C1CCN(S(=O)(=O)c2cccc3cccnc23)CC1)N1CCn2c1nc1ccccc12,0,1.7,13,-14,3,1,-0.3,89,-4
CC1CC(C)(C)CC2(C1)NC(=O)N(CC(=O)Nc1cc([N+](=O)[O-])ccc1F)C2=O (centres undefined),2,x,2,-8,5,x,0.2,91,x
CN(Cc1cccc(F)c1)C(=O)c1ccc(S(=O)(=O)N2CCOCC2)cc1,-1,x,1,13,4,x,-0.1,83,x
Cc1ccc(-c2nc3cnccn3c2Nc2c(C)cccc2C)o1,11,-0.6,17,3,16,0,-0.1,94,-1
CN(Cc1nc2c(s1)CCCC2)C(=O)CCc1nnc(-c2ccccc2)o1,8,0.4,5,-6,-1,4,0.0,96,-9
Cc1cc(-c2ccc(Cl)s2)n[nH]1,4,-1.9,-1,19,-4,-5,-0.1,105,8
Nc1nonc1-n1nnc(C(=O)N/N=C\c2ccncc2)c1CN1CCCCC1,4,2.3,5,-5,6,3,0.1,102,8
CCc1nc(NC(C)C)c2oc3ccccc3c2n1,1,-2.3,4,13,4,0,0.3,97,1
CCCCn1c(N)c(N(CCOC)C(=O)c2ccc3c(c2)C(=O)N(c2ccccc2C)C3=O)c(=O)[nH]c1=O,1,-0.9,2,5,-4,0,0.1,103,-11
CCCCCCn1c(CN2CCN(C)CC2)nc2c1c(=O)n(C)c(=O)n2C,-2,0.4,3,7,0,2,0.1,112,-8
COc1cc(C(=O)O/N=C2\CCCc3c2ccc(OC)c3[N+](=O)[O-])cc(OC)c1OC,1,-1.6,2,3,8,5,0.1,116,-2
COc1ccc(-n2c(-c3ccc(Cl)cc3)c[nH]c2=S)cc1,-2,-1.9,-3,0,-2,5,-0.1,114,-16
Cc1c(Cc2ccccc2)c(=O)oc2cc(OC(C)C(=O)NCC3CCC(C(=O)O)CC3)c(Cl)cc12 (centres undefined),-6,2.4,2,5,0,2,0.2,111,-2
C=CCN(C)CC/C=C1\c2ccccc2CSc2ccccc21,2,-1.8,1,-5,5,1,-0.1,103,1
Cc1cc(C)c(NC(=O)CN(C)C(=O)CCC(=O)c2ccc(C)s2)c(C)c1,-4,x,-6,-6,-7,x,-0.1,96,x
CN(CCCNC(=O)CCC(=O)N1CCOc2ccc(Cl)cc21)Cc1ccccc1,-2,-1.3,4,4,5,3,0.3,86,10
O=C1C(Cc2c[nH]c3ccccc23)NC(=S)N1Cc1ccccc1 (centres undefined),1,1.1,5,20,-2,4,-0.2,89,-1
CCn1cnc2cc(NC(=O)c3cccs3)ccc21,-9,-1.5,5,-3,4,0,-0.2,107,-6
COc1ccc(-n2nc([N+](=O)[O-])c(=NCCc3ccc(OC)c(OC)c3)n2O)cc1,-4,0.3,6,0,10,-1,-0.3,100,10
O=C(NCc1cccnc1)/C(=C\c1ccc(-c2cccc(Cl)c2)o1)S(=O)(=O)c1ccccc1,4,3.1,-2,10,-5,-11,-0.6,83,2
CCOC(=O)CN1C(=O)CSc2ccccc21,6,-1.3,2,8,7,-1,0.1,106,3
COc1ccc(N2CCN(C(=O)CNC(=O)c3ccc(C(C)(C)C)cc3)CC2)cc1,-7,1.9,6,7,-4,-3,0.1,107,-5
S=c1[nH]nc(-c2cccc(Br)c2)o1,-3,4.4,-35,1,-39,-1,0.2,100,-11
Cc1cc(OC(C)C(=O)NC(Cc2c[nH]c3ccc(O)cc23)C(=O)O)c2c(C)cc(=O)oc2c1 (centres undefined),-6,-3.0,4,6,6,6,-0.2,93,-1
CCOc1ccc(CN(C)C(C)C(=O)Nc2ccc([N+](=O)[O-])cc2Cl)cc1OC (centres undefined),3,-6.6,4,0,9,-6,0.2,96,-3
Cc1ccc(NS(=O)(=O)c2cc(C(=O)N3CCN(C)CC3)ccc2C)cc1,-2,0.7,9,9,7,4,-0.1,104,2
CCOc1c(N2CCCCC2)c(=O)c1=O,-7,-1.4,4,-14,2,7,-0.1,105,-8
Cc1ccc(NC(=S)NNC(=O)Nc2ccccc2)cc1,4,1.3,-34,-10,-9,6,-0.1,88,7
Cc1ccccc1CSc1nc2ccccc2c(=O)n1C,2,x,-1,-1,-1,x,-0.1,115,x
O=C(c1cccs1)N1CCN(c2ccc([N+](=O)[O-])cc2F)CC1,3,-2.3,0,-16,-1,3,-0.1,98,8
Nc1nnc(SCC(=O)N2CCN(Cc3ccccc3)CC2)s1,0,2.7,-13,1,-17,-1,-0.2,103,2
CN(C)C(CNC(=O)c1cccc(OC(F)F)c1)c1ccco1 (centres undefined),-4,2.4,2,3,2,5,0.0,99,-9
CCCc1cc(=O)oc2c(C)c(OS(C)(=O)=O)ccc12,-6,-1.5,4,9,4,-3,0.2,106,7
Cc1ccc(CCNC(=O)C2CCN(S(=O)(=O)N3CCC4(CC3)OCCO4)CC2)cc1,6,x,3,4,0,-2,0.0,84,-6
Cc1ccc(NC(=O)Cn2cccc2C2=NC(c3ccccc3)CO2)cc1C (centres undefined),0,-0.2,-3,7,1,-3,0.9,106,-1
